# Bioassay records: PubChem BioAssay, several laboratories
# NPY-Y2 PAM-ag: NPY-Y2 potentiators or agonists, primary screen, cell-based | cells expressing NPY-Y2, potentiator/agonist read-out | Neuropeptide Y receptor type 2 (Homo sapiens), P49146 | activation, % at 3.6 µM | 0.45% of 220,000 active; in the data active = activation above about 27%;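 note: cells stimulated with NPY near EC25 plus isoproterenol at EC100; 0% = vehicle plus submaximal agonist and 100% = vehicle plus saturating agonist; some results beyond the cut were filed as inactive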
# NPY-Y1 antag: NPY-Y1 receptor antagonists, primary screen, cell-based; HEK293-CNG Y1 cells, membrane potential fluorescence; NPY at EC95, then isoproterenol; inhibition, % at 3.6 µM; 1% of 200,000 active; AID 1040, 2008;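 active = inhibition above the campaign mean inhibition of all tested compounds plus 3 SD, cut at about 20% in these data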;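 note: 0% = DMSO wells given NPY plus isoproterenol and 100% = isoproterenol alone without NPY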
#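 Material: HEK293 cells co-expressing NPY Y1 receptor and cyclic-nucleotide gated channel. Timing: compound incubation 1 h at room temperature, readout 45 min post-stimulation. Signal: fluorescence, membrane potential probe.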
# S1P4 agonist: S1P4 receptor agonists, primary screen, cell-based; Sphingosine 1-phosphate receptor 4 (Homo sapiens), O95977; S1P4-expressing cell line, agonist reporter assay; activation, % at 4.98 µM; 0.35% of 220,000 active; AID 1509, 2009; in the data active = activation above about 11%;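 note: 0% = DMSO vehicle and 100% = reference agonist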
# Ba/F3 V617F tox: reduced viability of JAK2V617F-dependent Ba/F3 cells, primary screen, JAK2V617F inhibitor project, cell-based, Ba/F3 EpoR-JAK2V617F, luminescence; ATP luminescence; inhibition, % at 5.6 µM; 1.1% of 220,000 active;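 active = inhibition above the campaign mean plus 3 SD over all tested compounds, cut at about 24% in these data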;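 note: cytokine-independent growth of Ba/F3 cells driven by EpoR plus mutant JAK2; 0% = DMSO-treated cells and 100% = JAK inhibitor I control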
# S1P4 antagonist: S1P4 receptor antagonists, primary screen, cell-based; Sphingosine 1-phosphate receptor 4 (Homo sapiens), O95977; 0.26% of 220,000 active; inhibition, % at 4.98 µM; S1P4-expressing cells, antagonist mode, reporter read-out; in the data active = inhibition above about 29%;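 note: 0% = wells stimulated with agonist and 100% = vehicle wells without agonist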
# p47phox inh: p47phox/p22phox peptide binding inhibitors, primary screen, biochemical, uHTS, NADPH oxidase regulatory subunit. fluorescence polarization, 2 h. 0.53% of 220,000 active. inhibition, % at 24.7 µM. AID 1274, 2008;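 active = inhibition above about 30%, limit read from the data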;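 note: 0% = p47phox with labelled peptide and 100% = labelled peptide alone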
# NPY-Y1 PAM-ag: NPY-Y1 receptor potentiators or agonists, primary screen, cell-based; Neuropeptide Y receptor type 1 (Homo sapiens), P25929; NPY-Y1 expressing cells, potentiator/agonist activation; activation, % at 3.6 µM; 0.37% of 220,000 active; AID 1304, 2008; in the data active = activation above about 33%, passing the limit was not always enough;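 note: cells stimulated with NPY at EC10 then isoproterenol at EC100; 0% = low agonist plus stimulus and 100% = saturating agonist plus stimulus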
# CHOP inhibitor: inhibitors of CHOP promoter induction, primary screen, cell-based, unfolded protein response, luciferase reporter; 3.8% of 220,000 active; CHO-K1 CHOP-promoter luciferase, tunicamycin-induced, 15-18 h; inhibition, % at 10 µM; AID 2732, 2010;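 active = compounds that reduced the stress-induced luciferase reporter signal by more than about 70% of percent inhibition, limit read from the data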;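 note: 0% = tunicamycin plus vehicle and 100% = wells without tunicamycin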
# BaF3 parental: parental Ba/F3 cell viability inhibition, counter-screen for JAK2V617F inhibitor project, murine pro-B, CellTiter-Glo luminescence; CellTiter-Glo ATP luminescence; inhibition, % at 5.6 µM; 1.1% of 220,000 active; AID 1486, 2009;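 active = inhibition above a per-campaign cutoff, the mean inhibition of all tested compounds plus 3 SD, cut at about 27% in these data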;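 note: 0% = DMSO wells and 100% = JAK Inhibitor I control wells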
# * hit, by the source's call; nt = no result given. Hits appear at their usual frequency; 7.1% or so of the library scored in one or more.
SMILES,NPY-Y2 PAM-ag,NPY-Y1 antag,S1P4 agonist,Ba/F3 V617F tox,S1P4 antagonist,p47phox inh,NPY-Y1 PAM-ag,CHOP inhibitor,BaF3 parental
COc1ccc(/C(C)=N/NC(=O)CNC(=O)c2cccs2)cc1OC,-7,3,30*,-1,4,4,-8,0,3
CNS(=O)(=O)c1ccc(NC(=O)c2cncc(Br)c2)cc1,0,-1,1.8,2,-9,4,-22,21,4
Nc1cccc(S(=O)(=O)Nc2ccccc2)c1,5,2,1.4,2,-6,-6,7,-4,2
Cc1ccc2oc(-c3ccc(NC(=O)c4ccc5c(c4)OCO5)cc3)nc2c1,3,-7,-0.1,0,-13,-79,11,17,3
COc1ccc(-n2c(CNC(=O)c3cc(OC)c(OC)c(OC)c3)n[nH]c2=S)cc1,4,-1,0.1,-3,-15,-7,-14,-4,-1
CCNC(=S)NNC(=O)c1csc2ccccc12,-12,2,-1.3,-4,2,-16,1,-10,0
CC(=O)c1sc(NC(=O)COc2ccc(Cl)cc2C)nc1C,-14,nt,0.9,2,-2,-29,-10,-28,-4
O=C(COC(=O)COc1ccc(Cl)cc1)NC1CCCCC1,11,-1,0.4,-2,-5,-15,-8,30,-4
CC(C)C(c1nnnn1C1CCCC1)N1CCN(c2ccccc2F)CC1 (stereo not given),-5,11,1.5,1,-1,-9,11,10,1
COc1ccc(OCc2nc(N)nc(Nc3ccccc3OC)n2)cc1,-15,9,-3.8,-1,-7,99*,-11,27,-1
COc1ccc(NC(=S)NCc2ccco2)cc1,0,0,0.1,2,-15,-6,-13,23,11
COc1ccc(S(=O)(=O)CCC(=O)NCCc2ccc(S(N)(=O)=O)cc2)cc1,12,-3,-0.5,-4,-19,-3,10,12,1
CCN(Cc1ccccc1)C(=O)c1ccc(SC)cc1OC,-1,1,-0.1,1,4,-10,-5,12,7
O=C(CSCc1ccc([N+](=O)[O-])cc1)Nc1cccc(C(=O)Nc2ccccc2C(=O)O)c1,-11,12,0.5,0,-6,-13,-34,5,-1
COc1ccc(-c2[nH]ncc2CN2CCC(C(=O)c3ccc(F)cc3)CC2)cc1,-7,nt,-0.3,-1,-8,-1,-8,6,-1
CCOc1ncccc1C(=O)Nc1ccccc1F,-40,nt,-1.2,1,-2,-3,-28,9,-4
COc1ccc(-c2nc3ccc(C)cn3c2NCc2ccc3c(c2)OCO3)cc1,-5,9,0.7,2,1,-20,2,-32,10
CCc1nc2ccccc2n1Cc1ccccc1OC,18,1,-0.1,-1,-7,-8,10,-24,0
O=C(OCc1cncs1)c1ccccc1Cl,8,7,1.9,0,-12,-8,14,13,6
CCOc1cc(N2CCOCC2)c(OCC)cc1NC(=O)C(NC(=O)c1ccco1)C(C)C (stereo not given),8,2,-3.2,-4,-5,-75,-3,25,3
COc1cc2cc(CN(CCc3ccccc3C)C(=S)NCCCN3CCOCC3)c(=O)[nH]c2cc1OC,-32,14,0.3,4,17,-6,-17,15,11
CC(=O)Nc1ccc(S(=O)(=O)NNC2=NS(=O)(=O)c3ccccc32)cc1,-9,11,0.1,-2,-24,8,19,11,8
CC(=O)Nc1cccc(C(=O)N/N=C/c2ccc(C)o2)c1,-11,-3,0.9,5,6,0,-6,-2,7
CCCCn1c(N)c(NCCC)c(=O)[nH]c1=O,11,0,0.0,-2,2,-6,15,-8,-1
COc1ccc2[nH]c(=O)c(CNc3ccc(C)c(C)c3)cc2c1,-13,9,3.0,-2,-18,-9,10,3,1
O=C1c2ccccc2C(=O)c2c([N+](=O)[O-])ccc(O)c21,-1,nt,-0.4,-2,10,-6,52*,29,-2
COCC(C)NC(=O)Cc1ccc(Cl)cc1 (stereo not given),-8,1,0.9,4,-7,nt,1,8,5
Cn1cc(/C(Cc2ccccc2)=N\O)c2ccccc21,0,4,-0.4,-4,-9,6,-11,nt,-2
O=C(O)Cc1cc(I)c(Oc2ccc(O)c(I)c2)c(I)c1,0,0,-0.1,5,-17,-34,-8,7,9
CC(=O)N1[C@H](C)C=C[C@]1(Cc1ccccc1)C(=O)O,12,-1,0.4,-5,6,2,-19,-9,2
CCn1c(SCC(=O)N/N=C/c2cc(OC)c(OC)c(OC)c2)nc2ccccc21,-15,10,6.3,2,-22,4,-19,9,2
CC(C)CNc1nnnc2c1sc1nc(N3CCOCC3)c3c(c12)CCCC3,10,nt,2.2,-3,15,-19,9,-4,4
O=c1[nH]n2c(C(F)(F)F)cc(C3CC3)nc2c1N=Nc1ccccc1,4,3,-0.2,1,-6,0,-2,22,5
CC1=NN(C(=O)c2ccccc2Br)C(O)(c2cccnc2)C1 (stereo not given),-2,4,1.1,0,3,1,2,-24,0
Cc1onc(-c2ccccc2)c1C(=O)NC(C)C1CCCO1 (stereo not given),-3,5,1.1,-4,-10,-8,-8,12,4
Cc1ccc(S(=O)(=O)NCCCCCC(=O)Nc2c(C)n(C)n(-c3ccccc3)c2=O)cc1,9,-2,-2.3,4,2,-3,3,18,2

# Compound profiles, from the list above:
# `COc1ccc(NC(=S)NCc2ccco2)cc1` in the list: NPY-Y2 PAM-ag = 0; NPY-Y1 antag = 0; S1P4 agonist = 0.1; Ba/F3 V617F tox = 2; S1P4 antagonist = -15; p47phox inh = -6; NPY-Y1 PAM-ag = -13; CHOP inhibitor = 23; BaF3 parental = 11
# `COCC(C)NC(=O)Cc1ccc(Cl)cc1` (stereo not given) in the list: NPY-Y2 PAM-ag = -8; NPY-Y1 antag = 1; S1P4 agonist = 0.9; Ba/F3 V617F tox = 4; S1P4 antagonist = -7; p47phox inh = nt; NPY-Y1 PAM-ag = 1; CHOP inhibitor = 8; BaF3 parental = 5

# Next results.
SMILES,NPY-Y2 PAM-ag,NPY-Y1 antag,S1P4 agonist,Ba/F3 V617F tox,S1P4 antagonist,p47phox inh,NPY-Y1 PAM-ag,CHOP inhibitor,BaF3 parental
O=C(Cc1ccccc1Cl)NCCCn1ccnc1,-6,2,-0.7,3,-9,-3,-21,7,5
COc1ccc(CNC(=O)c2cnccn2)cc1,8,0,-1.8,-2,-15,-6,-5,-10,0
O=C1CSC(=Nc2cc(Cl)ccc2Cl)N1,-3,0,-1.6,-1,-7,-6,5,14,6
O=C(/C=C/c1ccccc1)c1ccccc1O,2,0,1.3,-1,-6,-9,-39,-52,10
Cc1cc(C(F)F)n2ncc(C(=O)NCCc3ccccc3Cl)c2n1,-3,16,-0.6,-1,10,-4,-25,15,5
CC(C)(C)C(=O)c1sc(Nc2ccccc2)nc1N,4,-7,-0.4,-6,20,11,29,17,-2
CC(Sc1ccccc1)C(=O)N(CCC#N)Cc1cccnc1 (stereo not given),-4,1,1.5,0,-9,-1,-7,8,3
CC(=O)c1ccccc1NC(=O)CN1C(=O)CS/C1=C\c1nc(-c2ccc(C)cc2)cs1,9,5,0.8,-2,-4,-67,4,-4,0
O=c1cc(-c2ccccc2)[nH]c2ccccc12,1,9,-0.1,82*,6,8,-22,nt,79*
Cc1cc(C)c(NC(=O)C2CC(=O)N(c3ccc4c(c3)OCCO4)C2)c(C)c1 (stereo not given),-14,-3,-4.4,-4,11,-4,-2,10,3
O=C(c1ccc(Cl)cc1)C(Cn1cncn1)C(Sc1ccccc1)c1ccccc1 (stereo not given),3,6,-0.4,-5,-9,1,6,78*,2
CO/N=C/CC(=O)c1cnc(-c2ccc(Cl)cc2)s1,3,-2,0.7,-2,-5,3,4,26,4
CSCCC(Nc1ncnc2ccc(Br)cc12)C(=O)O (stereo not given),-2,-2,0.4,2,2,-2,-14,16,0
Nc1ccc(S(=O)(=O)Nc2nccc(/C=C/c3ccc(Br)s3)n2)cc1,0,-3,1.3,1,-11,-65,3,28,2
Cc1ccccc1OCCNC(=O)CNC(=O)c1ccccc1O,6,9,-0.8,1,5,-4,-2,19,2
COc1cc(NC(=O)COn2nnc3ccc(S(C)(=O)=O)cc32)cc(OC)c1,-4,13,0.9,1,-15,3,-7,18,5
CC(C)n1c(SC2CCOC2=O)nc2ccccc21 (stereo not given),5,3,-0.2,1,15,-12,10,11,-3
CCOc1ccccc1NC(=O)C1C2C=CC(C2)C1C(=O)O (stereo not given),-6,-3,-0.9,-2,-2,-9,-7,-14,3
CCS(=O)(=O)N1CCC(C(=O)NCCc2ccc(OC)c(OC)c2)CC1,5,-3,3.1,2,-5,1,13,0,2
Cc1ccc(-n2nnnc2SCC(=O)NC(=O)Nc2ccc3c(c2)OCCO3)cc1,-51,9,1.9,-2,-9,-9,-27,15,3
CCOc1cc(/C=C2\C(=O)N(c3ccc(C(N)=O)cc3)N=C2C)ccc1OC(=O)c1cccs1,4,-2,0.5,0,-1,-12,8,-26,7
CCc1nnc(NC(=O)C2CCCN(c3nc(C)cc(C)n3)C2)s1 (stereo not given),5,0,1.8,-4,-13,-13,20,4,0
Cc1nc2ccc(C(=O)N3CCN(c4ccccc4)CC3)cc2s1,-15,-2,-1.9,-2,-2,-4,-1,4,-1
Cn1cc(C(=O)NC2CCCCC2)c(=O)c2cc(S(=O)(=O)N3CCCC3)ccc21,8,2,-0.7,-2,-28,-14,2,34,9

# Looked up above.
# COCC(C)NC(=O)Cc1ccc(Cl)cc1 (stereo not given) in NPY-Y1 PAM-ag is listed with 1
# COc1ccc(-c2nc3ccc(C)cn3c2NCc2ccc3c(c2)OCO3)cc1 in NPY-Y1 antag is listed with 9

# Further entries follow.
SMILES,NPY-Y2 PAM-ag,NPY-Y1 antag,S1P4 agonist,Ba/F3 V617F tox,S1P4 antagonist,p47phox inh,NPY-Y1 PAM-ag,CHOP inhibitor,BaF3 parental
COC(=O)c1c(NC(=O)C2C3CCC(O3)C2C(=O)O)sc2c1CCCCCC2 (stereo not given),-7,-2,-0.1,0,-21,5,2,10,6
C=CC(=O)N=c1sc2ccccc2n1-c1ccccc1,22,-6,-1.7,3,9,0,20,-177,2
CC(c1n[nH]c(=S)n1-c1ccccc1)N1CCCCC1 (stereo not given),-2,2,0.3,-5,5,-3,13,-14,6
COc1cc(C(N)=O)cc(Cl)c1OC,-11,1,2.2,5,-6,nt,-10,21,9
N#Cc1nc(-c2cccs2)oc1N1CCN(c2ccccc2)CC1,-7,12,-0.4,-1,-4,-24,-49,-2,1
COCCn1c(SCC(=O)Nc2cccc(S(N)(=O)=O)c2)nc2cc(Cl)ccc2c1=O,11,2,0.7,3,-37,0,-10,-17,0
CC(C)Sc1nc(N2CCCC2)c2c(c1C#N)CC(C)(C)OC2,1,12,-0.7,-1,2,-10,-3,13,3
Cc1ccc(Nc2nnc(SCC(=O)c3ccc(Br)s3)s2)c(C)c1,-1,0,-1.4,-2,-10,-173,-24,18,4
Cc1ccc(S(=O)(=O)Nc2cccc3c2CCCC3)cc1,15,10,-0.2,-4,1,-6,5,48,2
COc1ccccc1/C=N/NC(=O)c1sc(C)nc1C,-2,-1,-1.1,2,-10,6,2,-3,2
